# Source: PubChem BioAssay
# GSH bead fluor: GSH bead compound fluorescence profile | GSH beads flow cytometry, compound fluorescence 488/530 nm; active compounds read high | fluorescence (KMESF) at 10 µM | hit rate 0.25% among 190,000 | AID 1776; in the data active = fluorescence above about 89;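 also: glutathione beads carrying GST-tagged Bcl family fusion proteins plus one bare bead set; values are compound well signal with DMSO vehicle wells as background; inactives centre near 16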
# Bim-Bcl-W: inhibitors of Bim-Bcl-W interaction, human; Q92843; bead-based flow cytometry, Bim peptide-Bcl-W binding; inhibition, % at 10 µM; hit rate 0.02% among 190,000; AID 952;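 also: 0% = bound tracer without compound and 100% = peptide blocker; higher means less fluorescent Bim peptide bound to Bcl-W beads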
# Bim-Bcl-B: disrupts Bim peptide binding to human Bcl-B; hit rate 0.073% among 190,000; Q9HD36; bead-based flow cytometry; inhibition, % at 10 µM;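 also: 0% = tracer peptide without compound and 100% = reference inhibitor peptide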
# ABCG2 inh: blocks JC-1 efflux by human ABCG2 transporter | Q9UNQ0 | IgMXP3 cells, flow cytometry | inhibition, % at 6.6 µM | hit rate 0.1% among 190,000;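 active = inhibition above 80%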;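 also: 0% = DMSO and 100% = nicardipine control wells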
#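 Test system: IgMXP3 cells (ABCG2) mixed with DDAO far-red-labelled CCRF-Adr cells (ABCB1). Reagent: JC-1 transporter substrate. Compound dosing: single test compound dose, 6.6 µM final. Times: 10 min compound exposure, 25 °C. Detection: flow cytometry of retained JC-1 fluorescence. Read-out basis: efflux inhibition in percent versus controls. Controls: nicardipine and DMSO wells.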
# RGS7-Gao: modulates binding of RGS7 to human Galphao. P09471. Multiplexed bead flow cytometry; actives lie on both sides. binding response (% of control), % at 10 µM. hit rate 0.35% among 220,000; in the data active = binding response below about 49% or above about 150%; inconclusive = no clear call, values can overlap the other calls; inactive = in between;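 also: fluorescent Galphao held in activated GDP-AlF4 state binding bead-coupled RGS7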
# Bim-Bcl-XL: human Bim-Bcl-XL interaction inhibition; hit rate 0.04% among 190,000; Q07817; Bim peptide-Bcl-XL binding, bead flow cytometry, fluorescence; inhibition, % at 10 µM
# RGS4-Gao reg: modulates binding of RGS4 to human Galphao; AID 1415; P09471; hit rate 0.33% among 220,000; Multiplexed bead flow cytometry; actives lie on both sides; binding response (% of control), % at 10 µM; in the data active = binding response below about 49% or above about 150%; inactive = in between;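 also: fluorescent Galphao activated with aluminum fluoride binding bead-coupled RGS4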
# Bfl-1 Bim block: human Bim-Bfl-1 interaction inhibition; Bead-based flow cytometry, Bim-Bfl-1 binding inhibition; inhibition, % at 10 µM; hit rate 0.12% among 190,000;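 also: 0% = wells without compound plus tracer and 100% = blocker peptide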
# Bcl-2 Bim block: disrupts Bim peptide binding to human Bcl-2. P10415. Bead-based flow cytometry, Bim peptide-Bcl-2 binding. inhibition, % at 10 µM. hit rate 0.06% among 190,000; in the data active = inhibition above about 40%; inconclusive = no clear call, values can overlap the other calls;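 also: 0% = no compound wells with probe peptide and 100% = reference peptide inhibitor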
# ABCB1 block: inhibitors of human ABCB1 transporter, ABCG2 counter-screen | CCRF-Adr cells, JC-1 efflux, flow cytometry | AID 1326 | hit rate 0.067% among 190,000 | P08183 | inhibition, % at 6.6 µM; in the data active = inhibition above about 40%;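 also: 0% = vehicle and 100% = reference inhibitor; higher value means more JC-1 retained so stronger ABCB1 efflux block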
# Target sequence (P08183 whole entry, looked up): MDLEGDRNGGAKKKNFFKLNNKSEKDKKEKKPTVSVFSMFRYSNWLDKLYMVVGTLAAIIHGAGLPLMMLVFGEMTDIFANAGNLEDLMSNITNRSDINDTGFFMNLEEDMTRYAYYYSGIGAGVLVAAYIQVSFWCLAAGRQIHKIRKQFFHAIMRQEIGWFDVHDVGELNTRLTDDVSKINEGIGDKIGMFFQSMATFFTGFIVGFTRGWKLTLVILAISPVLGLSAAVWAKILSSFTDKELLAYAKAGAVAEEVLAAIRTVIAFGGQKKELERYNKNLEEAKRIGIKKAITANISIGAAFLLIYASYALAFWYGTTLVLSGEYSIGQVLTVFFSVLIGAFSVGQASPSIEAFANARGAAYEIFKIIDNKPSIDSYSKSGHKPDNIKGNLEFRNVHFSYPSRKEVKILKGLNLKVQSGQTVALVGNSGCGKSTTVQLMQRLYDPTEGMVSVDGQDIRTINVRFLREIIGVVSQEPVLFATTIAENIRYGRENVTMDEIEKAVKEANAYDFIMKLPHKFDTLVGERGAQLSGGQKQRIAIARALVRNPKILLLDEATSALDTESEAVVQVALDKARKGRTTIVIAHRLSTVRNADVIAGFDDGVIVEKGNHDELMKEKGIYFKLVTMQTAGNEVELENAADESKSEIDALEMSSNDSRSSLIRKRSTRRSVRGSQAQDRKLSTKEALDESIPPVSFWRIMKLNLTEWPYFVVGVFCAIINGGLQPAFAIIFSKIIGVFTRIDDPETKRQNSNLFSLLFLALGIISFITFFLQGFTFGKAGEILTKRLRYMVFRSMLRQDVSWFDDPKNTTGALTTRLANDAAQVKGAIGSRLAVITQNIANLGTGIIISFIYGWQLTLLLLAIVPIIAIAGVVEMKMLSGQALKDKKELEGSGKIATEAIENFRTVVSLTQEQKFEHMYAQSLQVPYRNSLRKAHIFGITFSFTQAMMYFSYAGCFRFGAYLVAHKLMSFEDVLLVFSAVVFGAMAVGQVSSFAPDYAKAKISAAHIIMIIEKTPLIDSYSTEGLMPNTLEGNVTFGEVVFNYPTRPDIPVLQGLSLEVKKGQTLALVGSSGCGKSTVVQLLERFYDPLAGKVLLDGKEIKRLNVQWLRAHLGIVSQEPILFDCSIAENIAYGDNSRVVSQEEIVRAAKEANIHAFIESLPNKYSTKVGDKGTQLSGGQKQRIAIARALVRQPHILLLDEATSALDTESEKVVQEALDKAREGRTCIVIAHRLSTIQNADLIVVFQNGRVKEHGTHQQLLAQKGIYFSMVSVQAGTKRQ
# Avidin bead fluor: avidin bead compound fluorescence profile; AID 1775; fluorescence (KMESF) at 10 µM; hit rate 0.38% among 220,000; Avidin beads, compound fluorescence 488/530 nm, flow cytometry; active compounds read high; in the data active = fluorescence above about 47; also: inactives centre near 10
# * marks the source's active call; other numbers are inactive results; ? = inconclusive. Rule as the data show it, unless noted: active = inhibition above about 40%.
smiles	Bim-Bcl-B	ABCG2 inh	ABCB1 block	Bfl-1 Bim block	Avidin bead fluor	GSH bead fluor	RGS7-Gao	Bim-Bcl-W	Bim-Bcl-XL	Bcl-2 Bim block	RGS4-Gao reg
c1ccc(CCc2nn3c(Cn4cnc5ccccc54)nnc3s2)cc1	-29.0	0.5	0.3	9.0	11	16	116.6	-2.0	-2.0	0.0	96.2
CCOc1ncccc1C(=O)Nc1cccc(C(=O)Nc2cccc(S(=O)(=O)CCO)c2)c1	0.0	-1.2	-0.4	-2.0	29	15	99.1	-2.0	0.0	-2.0	102.7
O=C(CN(Cc1ccc(F)cc1)C(=O)c1ccco1)NCc1ccc(F)cc1	-13.0	11.3	1.1	-19.0	11	34	98.0	-3.0	-9.0	-13.0	101.3
NS(=O)(=O)c1ccc(NC(=S)NC(=O)c2cccnc2)cc1	0.0	0.1	0.1	-1.0	10	24	97.6	2.0	0.0	3.0	95.6
N#C/C(=C\Nc1ccccc1O)c1nc2ccccc2o1	-5.0	7.2	0.7	-11.0	11	14	94.9	-4.0	-6.0	-5.0	95.9
Cc1noc2ncnc(Oc3ccccc3)c12	-2.0	5.8	0.9	0.0	36	10	97.7	1.0	-1.0	-3.0	98.6
Cc1ccccc1CC(=O)c1ccc(O)c(C)c1O	-2.0	6.5	0.1	-5.0	3	10	101.5	-1.0	0.0	-1.0	98.5
CC(=O)c1cccc(NC(=O)Nc2cnn(Cc3ccc(F)cc3)c2)c1	-6.0	19.8	-0.7	-19.0	31	18	101.7	-2.0	-5.0	-6.0	100.8
CC(c1ccccc1)n1cnc2ccccc21 (stereo not given)	1.0	0.5	0.2	-5.0	15	11	91.2	8.0	-6.0	0.0	92.8
O/N=C/c1cc(Br)cc(Br)c1OCc1ccccc1	-5.0	14.2	0.7	-7.0	28	36	106.3	-6.0	-4.0	-4.0	104.8
C=CCn1c(C)cc(C(=O)COC(=O)COc2ccccc2C#N)c1C	-10.0	16.2	1.4	-10.0	12	32	103.2	-4.0	-15.0	-13.0	99.9
N#C/C(=C/c1ccc(O)c([N+](=O)[O-])c1)C(=O)Nc1ccccc1	6.0	3.7	0.1	-1.0	9	21	94.1	5.0	5.0	1.0	99.6
N#Cc1cc(-c2ccccc2)c[nH]c1=O	-3.0	3.4	0.5	-4.0	3	66	101.6	-3.0	4.0	-1.0	105.0
COC(=O)/C(=C\Nc1ccccc1N)c1ncc(C(F)(F)F)cc1Cl	-5.0	0.6	0.1	-15.0	8	9	102.2	0.0	-3.0	-11.0	103.4
O=C(Cn1cc(S(=O)(=O)N2CCN(c3ccccc3F)CC2)c2ccccc2c1=O)NCCCN1CCCCCC1	-7.0	-2.1	-1.3	-4.0	8	15	100.0	-3.0	-1.0	-3.0	99.2
CC(C)C(NC=C1C(=O)OC(C)(C)OC1=O)C(=O)O (stereo not given)	-3.0	2.6	0.7	-3.0	17	12	89.5	0.0	2.0	-2.0	93.7
COc1ccc(N(CC(=O)N2CCC(Cc3ccccc3)CC2)S(C)(=O)=O)cc1	1.0	-0.1	0.2	-1.0	13	21	102.2	3.0	2.0	1.0	102.3
O=C(N/N=C/c1ccc(Br)s1)c1ccc([N+](=O)[O-])cc1	-6.0	0.5	-0.2	4.0	22	7	95.9	-8.0	-13.0	1.0	90.4
CN1C(C(=O)c2ccccc2)=C(N)c2ccccc2S1(=O)=O	-1.0	0.2	-0.7	-7.0	11	10	100.1	2.0	0.0	-2.0	99.8
CCc1noc(C)c1C(=O)N1CCCC(CCC(=O)NCc2cccc(OC)c2)C1 (stereo not given)	-1.0	1.4	0.4	-5.0	12	17	105.5	0.0	-1.0	2.0	106.8
CSC1=NSC2=NC(=O)/C(=C\c3cccs3)C(=N)N12	-6.0	78.2	1.4	-3.0	4	17	111.0	-5.0	-11.0	-1.0	111.8
CN(C)CCCN(C(=O)c1cc2ccccc2oc1=O)c1nc2ccc(F)cc2s1	-4.0	6.9	3.5	-4.0	11	18	104.7	-5.0	-7.0	-1.0	103.1
OC(c1cccnc1)c1cccs1 (stereo not given)	-3.0	11.1	0.0	-8.0	13	16	96.6	1.0	0.0	-1.0	99.9
CN1CCN(C(=O)CCCOc2ccc(Cl)cc2Cl)CC1	0.0	1.4	0.4	-1.0	22	11	110.3	1.0	0.0	0.0	114.5
CCN1C(=O)C(CC(=O)Nc2cc(C)ccc2C)SC1=Nc1ccc(S(N)(=O)=O)cc1 (stereo not given)	0.0	1.3	0.4	-1.0	21	14	101.0	3.0	0.0	0.0	105.9
COc1ccc(C2=Nn3c(nnc3-c3ccncc3)SC2)cc1	-3.0	3.9	1.0	-8.0	16	32	69.7	2.0	-9.0	-10.0	57.9
O=C(COC(=O)Cc1cccc(C(F)(F)F)c1)Nc1ccccc1	-6.0	21.3	0.4	-13.0	11	11	99.7	-7.0	-9.0	-9.0	101.8
CCCc1ccc(OC(=O)c2cccs2)cc1	-8.0	5.3	0.4	-15.0	16	36	104.8	0.0	-9.0	-9.0	99.9
Cc1ccc(CN2CCN(Cc3cccc(OCCO)c3)CC2CCO)o1 (stereo not given)	-5.0	1.1	0.5	-9.0	10	13	96.5	-1.0	0.0	-5.0	96.9
O=C(Nc1ccc(Cl)cn1)C1CCCN1S(=O)(=O)c1cccc2ccccc12 (stereo not given)	-8.0	13.1	0.7	-18.0	13	34	100.2	-3.0	-7.0	-7.0	106.0
CCCC(=O)Nc1ccc(C(=O)NCc2ccccn2)cc1	-6.0	41.8	1.4	-3.0	11	15	?	0.0	-1.0	-6.0	100.0
COc1ccc(NC(=O)C2=C(C)Nc3nc(CCCO)nn3C2c2ccc(OC)c(OC)c2)cc1 (stereo not given)	0.0	4.0	0.0	-3.0	10	20	?	0.0	0.0	-1.0	96.0
O=C(NC12CC3CC(CC(C3)C1)C2)N1CC2Cc3cccc(=O)n3C(C2)C1 (stereo not given)	-3.0	1.1	0.5	-3.0	16	10	111.3	-2.0	-4.0	-2.0	115.5
Cc1ccccc1C(=O)N1CCN(c2ccc(NC(=O)c3ccc4c(c3)OCO4)cc2)CC1	-5.0	33.1	1.6	-6.0	12	13	97.7	-1.0	-5.0	-3.0	103.3
CCCCn1c(SCC(=O)c2ccc3c(c2)OCCO3)nnc1-c1ccoc1C	-10.0	3.3	1.3	-12.0	7	49	98.7	-2.0	-21.0	-10.0	103.2
CN(Cc1ccon1)C(=O)CC1C(=O)NCCN1Cc1cccc(Oc2ccccc2)c1 (stereo not given)	-4.0	0.9	0.6	-14.0	11	50	108.6	0.0	-8.0	-7.0	102.3

# Some of the entries so far, with each value named:
smiles: CCN1C(=O)C(CC(=O)Nc2cc(C)ccc2C)SC1=Nc1ccc(S(N)(=O)=O)cc1 (stereo not given)
- Bim-Bcl-B: 0.0
- ABCG2 inh: 1.3
- ABCB1 block: 0.4
- Bfl-1 Bim block: -1.0
- Avidin bead fluor: 21
- GSH bead fluor: 14
- RGS7-Gao: 101.0
- Bim-Bcl-W: 3.0
- Bim-Bcl-XL: 0.0
- Bcl-2 Bim block: 0.0
- RGS4-Gao reg: 105.9
smiles: COc1ccc(C2=Nn3c(nnc3-c3ccncc3)SC2)cc1
- Bim-Bcl-B: -3.0
- ABCG2 inh: 3.9
- ABCB1 block: 1.0
- Bfl-1 Bim block: -8.0
- Avidin bead fluor: 16
- GSH bead fluor: 32
- RGS7-Gao: 69.7
- Bim-Bcl-W: 2.0
- Bim-Bcl-XL: -9.0
- Bcl-2 Bim block: -10.0
- RGS4-Gao reg: 57.9

# (list continues)
smiles	Bim-Bcl-B	ABCG2 inh	ABCB1 block	Bfl-1 Bim block	Avidin bead fluor	GSH bead fluor	RGS7-Gao	Bim-Bcl-W	Bim-Bcl-XL	Bcl-2 Bim block	RGS4-Gao reg
CCCc1cc(=O)oc2cc(OCC(=O)OC)cc(OCC(=O)OC)c12	0.0	3.4	0.6	4.0	20	21	101.7	-1.0	0.0	-1.0	100.4
CC(C)C(C(=O)Nc1ccc2c(c1)OCCOCCOCCOCCO2)N1C(=O)c2ccccc2C1=O (stereo not given)	-3.0	1.8	1.1	-3.0	10	12	101.2	-2.0	-4.0	-3.0	101.8
O=C(CSc1ncn(-c2ccccc2)n1)Nc1ccc2c(c1)OCCO2	-6.0	3.1	0.3	0.0	29	15	103.8	-9.0	-7.0	-3.0	101.2
Cc1ccc(-c2nn3c(C)nnc3s2)cc1NC(=O)COc1ccc(Cl)cc1	-5.0	2.9	0.6	-1.0	6	12	100.0	-1.0	-1.0	-2.0	98.4
O=C(c1ccc([N+](=O)[O-])o1)N1CCOCC1	-6.0	0.1	0.0	-6.0	25	58	99.7	2.0	-1.0	0.0	99.2
C=CCN1C(c2ccc(OCC)cc2)=CS/C1=C(\C#N)c1nnc2n1CCCCC2	3.0	12.8	2.9	10.0	6	10	94.1	6.0	12.0	6.0	90.0
CC1(C)CC(=O)C2=C(C1)N(c1ccc(F)cc1)C(N)=C(C#N)C2c1cccs1 (stereo not given)	1.0	1.5	0.5	1.0	4	19	106.6	2.0	-2.0	-4.0	107.3
CN(C)S(=O)(=O)c1ccc(S(=O)(=O)N(Cc2ccco2)Cc2ccccc2Cl)cc1	-4.0	0.2	0.7	-8.0	14	37	99.7	-2.0	-4.0	-13.0	101.8
Cc1cc(C(=O)N/N=C2\CC(=O)c3ccccc32)c(C)n1-c1ccccc1	6.0	6.5	1.5	4.0	10	16	95.0	-3.0	-1.0	3.0	96.4
CC(=O)CSc1ncnc2c1oc1ccccc12	-8.0	4.0	0.3	-12.0	16	21	97.0	-1.0	-6.0	-10.0	103.0
CN1c2ccccc2Oc2nnc(N3CCN(Cc4ccccc4)CC3)cc21	-1.0	4.7	0.9	0.0	11	16	106.4	0.0	-1.0	0.0	106.4
CNc1ccccc(-c2ccc3cc4c(cc3n2)OCO4)c1=O	-5.0	5.3	10.8	0.0	4	6	98.1	0.0	0.0	0.0	102.5
O=C(CN1CCN(c2ccc(F)cc2)CC1)c1cccs1	-3.0	0.7	0.5	0.0	10	18	108.8	3.0	-2.0	-1.0	103.8
CCc1nnnn1-c1ccc([N+](=O)[O-])cc1C	1.0	6.6	1.4	-6.0	11	11	98.2	2.0	0.0	0.0	98.4
O=C(c1ccc(Cl)c([N+](=O)[O-])c1)N(Cc1cccc(Cl)c1)C1CCS(=O)(=O)C1 (stereo not given)	-6.0	10.3	2.9	-2.0	4	9	103.0	-3.0	-2.0	1.0	103.8
O=C(c1n[nH]c(=O)c2ccccc12)N1CCOCC1	-5.0	5.0	1.1	-1.0	15	7	97.3	-3.0	-2.0	-4.0	101.1
COc1ccc(CC(=O)N2N=C(c3ccncc3)CC2(O)C(F)(F)F)cc1 (stereo not given)	0.0	-4.5	-0.7	-3.0	9	19	?	0.0	0.0	0.0	90.3
Oc1c(CN2CCOCC2)cc(-c2ccccc2)cc1CN1CCOCC1	-3.0	1.9	0.7	-4.0	13	16	100.3	-3.0	-1.0	-4.0	98.4
CCOC(=O)c1ccc(N=c2ssnc2Cl)cc1	-74.0	-6.1	-1.5	30.0	7	13	?	-1.0	-7.0	-2.0	98.4
CCn1c(=NC(=O)CSCC(=O)Nc2nccs2)sc2ccccc21	0.0	11.9	1.1	2.0	13	20	101.9	-1.0	0.0	0.0	99.3
Cc1ccc2c(CSc3nncn3C)cc(=O)oc2c1C	-7.0	-1.1	-0.5	-4.0	27	15	104.5	0.0	1.0	-4.0	101.6
COc1ccc2c(c1)oc(=O)c1ccccc12	-1.0	7.0	0.3	-1.0	11	14	102.9	3.0	3.0	3.0	99.7
